mHTT-CaM PPI inh: mHTT-calmodulin interaction abrogation | 190,000 compounds, 3.6% hits | AID 1671202 | inhibition, % at 15 µM | AlphaScreen His-mHTT/GST-CaM binding, luminescence;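 further: 0% = both proteins with DMSO and 100% = one protein alone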
Target sequence (P42858 whole entry, looked up, stated change not applied): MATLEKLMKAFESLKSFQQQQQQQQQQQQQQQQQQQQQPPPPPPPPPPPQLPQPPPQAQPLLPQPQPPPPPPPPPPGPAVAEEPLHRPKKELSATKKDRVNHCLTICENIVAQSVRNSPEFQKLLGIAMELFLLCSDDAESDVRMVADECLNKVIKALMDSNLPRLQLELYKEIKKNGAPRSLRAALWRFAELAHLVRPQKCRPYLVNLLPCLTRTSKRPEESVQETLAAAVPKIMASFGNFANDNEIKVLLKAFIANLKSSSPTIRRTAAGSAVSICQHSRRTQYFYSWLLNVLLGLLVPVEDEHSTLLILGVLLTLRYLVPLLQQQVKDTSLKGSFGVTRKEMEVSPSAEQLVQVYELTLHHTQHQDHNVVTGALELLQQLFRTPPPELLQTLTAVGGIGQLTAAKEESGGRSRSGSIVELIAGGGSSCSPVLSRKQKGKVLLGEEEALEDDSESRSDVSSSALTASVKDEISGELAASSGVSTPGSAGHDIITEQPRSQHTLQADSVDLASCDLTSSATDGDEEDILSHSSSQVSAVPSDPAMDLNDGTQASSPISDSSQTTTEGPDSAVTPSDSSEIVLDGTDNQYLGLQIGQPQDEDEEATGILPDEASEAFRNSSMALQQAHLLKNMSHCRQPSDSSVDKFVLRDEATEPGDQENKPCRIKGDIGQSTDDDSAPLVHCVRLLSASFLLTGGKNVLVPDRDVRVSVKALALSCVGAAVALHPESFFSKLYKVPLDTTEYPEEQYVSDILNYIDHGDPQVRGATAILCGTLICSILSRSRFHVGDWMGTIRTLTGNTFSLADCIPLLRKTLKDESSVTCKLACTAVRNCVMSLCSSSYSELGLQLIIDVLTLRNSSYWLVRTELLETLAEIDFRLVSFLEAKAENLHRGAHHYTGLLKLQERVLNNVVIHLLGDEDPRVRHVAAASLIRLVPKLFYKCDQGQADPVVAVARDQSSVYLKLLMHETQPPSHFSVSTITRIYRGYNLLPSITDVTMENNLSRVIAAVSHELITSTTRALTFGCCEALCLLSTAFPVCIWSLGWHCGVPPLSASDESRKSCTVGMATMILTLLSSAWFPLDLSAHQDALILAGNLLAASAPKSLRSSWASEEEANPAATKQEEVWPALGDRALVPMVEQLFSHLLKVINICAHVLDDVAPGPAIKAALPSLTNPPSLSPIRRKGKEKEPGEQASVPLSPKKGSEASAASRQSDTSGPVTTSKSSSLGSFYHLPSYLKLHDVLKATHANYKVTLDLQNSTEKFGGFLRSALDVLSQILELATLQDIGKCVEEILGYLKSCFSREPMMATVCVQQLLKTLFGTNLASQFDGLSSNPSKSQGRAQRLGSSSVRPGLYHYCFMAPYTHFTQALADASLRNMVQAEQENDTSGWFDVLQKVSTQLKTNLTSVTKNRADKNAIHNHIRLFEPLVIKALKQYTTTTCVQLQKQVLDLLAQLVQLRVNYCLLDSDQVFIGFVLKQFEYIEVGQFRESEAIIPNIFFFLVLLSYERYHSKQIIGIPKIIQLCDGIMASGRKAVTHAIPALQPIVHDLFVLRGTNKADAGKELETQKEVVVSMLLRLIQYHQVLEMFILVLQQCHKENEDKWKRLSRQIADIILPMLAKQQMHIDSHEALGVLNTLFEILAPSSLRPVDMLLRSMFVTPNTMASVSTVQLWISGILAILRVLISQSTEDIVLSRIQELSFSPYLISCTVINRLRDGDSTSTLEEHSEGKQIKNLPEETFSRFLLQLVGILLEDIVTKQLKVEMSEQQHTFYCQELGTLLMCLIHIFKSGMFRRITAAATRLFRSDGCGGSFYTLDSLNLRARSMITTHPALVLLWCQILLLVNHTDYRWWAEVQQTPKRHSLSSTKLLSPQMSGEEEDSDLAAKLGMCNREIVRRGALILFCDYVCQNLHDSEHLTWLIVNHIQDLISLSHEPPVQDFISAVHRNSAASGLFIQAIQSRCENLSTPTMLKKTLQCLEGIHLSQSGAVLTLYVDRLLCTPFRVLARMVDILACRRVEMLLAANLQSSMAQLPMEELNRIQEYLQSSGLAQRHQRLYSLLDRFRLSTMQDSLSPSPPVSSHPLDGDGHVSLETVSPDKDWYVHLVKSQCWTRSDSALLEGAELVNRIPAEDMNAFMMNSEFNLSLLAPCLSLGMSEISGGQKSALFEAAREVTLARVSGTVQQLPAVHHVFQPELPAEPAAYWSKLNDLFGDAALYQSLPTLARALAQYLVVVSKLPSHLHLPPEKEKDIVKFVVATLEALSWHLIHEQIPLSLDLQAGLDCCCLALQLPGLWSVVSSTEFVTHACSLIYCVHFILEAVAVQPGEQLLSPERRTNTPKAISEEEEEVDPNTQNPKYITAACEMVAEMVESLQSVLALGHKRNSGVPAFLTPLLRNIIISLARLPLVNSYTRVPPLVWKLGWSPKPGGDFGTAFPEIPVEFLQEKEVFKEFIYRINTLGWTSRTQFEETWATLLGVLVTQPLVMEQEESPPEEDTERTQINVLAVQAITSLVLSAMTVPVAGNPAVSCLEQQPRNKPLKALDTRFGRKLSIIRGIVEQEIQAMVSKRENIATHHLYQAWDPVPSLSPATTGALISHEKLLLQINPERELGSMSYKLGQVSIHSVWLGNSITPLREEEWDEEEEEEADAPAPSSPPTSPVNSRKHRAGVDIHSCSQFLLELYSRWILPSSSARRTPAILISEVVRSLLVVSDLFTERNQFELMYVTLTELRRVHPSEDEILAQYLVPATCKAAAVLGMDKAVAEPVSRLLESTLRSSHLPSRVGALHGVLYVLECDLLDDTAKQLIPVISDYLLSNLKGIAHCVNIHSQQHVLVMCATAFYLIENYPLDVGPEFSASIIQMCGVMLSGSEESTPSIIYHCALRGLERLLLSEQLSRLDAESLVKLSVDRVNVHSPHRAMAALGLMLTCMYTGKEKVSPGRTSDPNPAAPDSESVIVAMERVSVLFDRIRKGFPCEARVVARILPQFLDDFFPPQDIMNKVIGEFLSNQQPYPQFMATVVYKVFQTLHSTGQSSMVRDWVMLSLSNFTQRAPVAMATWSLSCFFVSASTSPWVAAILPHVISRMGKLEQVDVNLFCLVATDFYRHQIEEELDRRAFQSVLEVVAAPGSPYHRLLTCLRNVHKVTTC
Pf apPOL block: Pf-apPOL DNA polymerase inhibition; AID 1794808; inhibition, % at 10 µM; 210,000 compounds, 0.25% hits; Recombinant Pf-apPOL, molecular beacon fluorescence, 1.5 h
The depositor's hits bear a star; x = no result given; & = joins results of further samples. No stated cut-off is given here; in the data, active means inhibition above about 50%; inactive means the rest.

SMILES	mHTT-CaM PPI inh	Pf apPOL block
O=[N+]([O-])c1ccc(Nc2nc(Cl)nc(NCCN3CCOCC3)n2)cc1	5	1
CCCc1nn(-c2ccc(Cl)cc2)c(C)c1C(=O)NCC	7	3
Cc1cccc(-c2cc(N3CCN(C(=O)Cc4cccc(F)c4)CC3)ncn2)c1	22	-3
Cc1nc2n(n1)C(c1ccc(Cl)cc1)C=C(c1ccc(Cl)cc1)N2 (stereo not drawn)	31	-7
C=CCOc1ccc(/C=C2/SC(=Nc3ccccc3)NC2=O)cc1OC	30	-7
O=C(NCCc1cccs1)c1cccc2[nH]cc(CN3CCOCC3)c12	22	-4
CC1(C)CC(=O)C2=C(C1)Nc1ncnn1C2c1ccc(Br)cc1 (stereo not drawn)	4	2
O=C(O)CCCC(=O)Nc1nc(-c2ccc(Cl)cc2Cl)cs1	4	-1
C=CCNC(=O)N1CCN(c2nc3c(OC)cccc3s2)CC1	-8	-14
CC1(C)CC(=O)C2=C(C1)Nc1nc(SCc3ccccc3)[nH]c(=O)c1C2c1cccnc1 (stereo not drawn)	33	-6
O=S1(=O)CC(N2CCN(CCO)CC2)CN1Cc1cn(Cc2cccc(C(F)(F)F)c2)nn1 (stereo not drawn)	-15	-3
c1ccc(-c2nc3ccccc3o2)cc1	-16	x
COc1cc(OC)cc(C2=NC3(CCCC3)N(C(=O)c3ccc(OC)c(OC)c3)C2=S)c1	85*	-4
O=C(NCc1ccccn1)c1cc2sccc2n1CC1CC1	13	-12
CC1=C(C(=O)Nc2ccccn2)C(c2cccnc2)C2=C(CC(C)(C)CC2=O)N1 (stereo not drawn)	1	-2
Cc1nnc2c(Nc3ccccc3I)nc3nonc3n12	0	-1
O=C(Cn1nc2c(c1NC(=O)c1c(F)cccc1Cl)CSC2)NCC1CCCO1 (stereo not drawn)	42	7
COCCNC(=O)CN1C(=O)/C(=C/c2ccc(Cl)cc2)Sc2ccccc21	11	-5
Cc1cc(Cl)ccc1OCc1nc(-c2ccc(Cl)cc2)no1	-24	-4
O=[N+]([O-])c1cccc(-c2noc(-c3ccc(Cl)cc3Cl)n2)c1	-6	4
COc1ccc(C(=O)N2CCC(c3nncn3C)CC2)cn1	2	-3
Cc1ccc(CCN2C(=O)CCC2(C)C(=O)NCCCOC(C)C)cc1 (stereo not drawn)	6	-2
CCC(=O)N1CCN(c2nc3c(s2)CC(C(=O)Nc2cccc(CC)c2)CC3)CC1 (stereo not drawn)	17	-1
Cc1cc2c(NC3CCCC(C)C3C)ncnc2s1 (stereo not drawn)	-20	-2
N#C/C(=C\c1cnn(-c2ccccc2)c1)c1nc2ccccc2[nH]1	-2	-7

5 neighbouring entries already listed, quoted:
SMILES	mHTT-CaM PPI inh	Pf apPOL block
COc1ccc(C(=O)N2CCC(c3nncn3C)CC2)cn1	2	-3
Cc1ccc(CCN2C(=O)CCC2(C)C(=O)NCCCOC(C)C)cc1 (stereo not drawn)	6	-2
CCC(=O)N1CCN(c2nc3c(s2)CC(C(=O)Nc2cccc(CC)c2)CC3)CC1 (stereo not drawn)	17	-1
Cc1cc2c(NC3CCCC(C)C3C)ncnc2s1 (stereo not drawn)	-20	-2
N#C/C(=C\c1cnn(-c2ccccc2)c1)c1nc2ccccc2[nH]1	-2	-7

The results go on:
SMILES	mHTT-CaM PPI inh	Pf apPOL block
O=C1c2cccc([N+](=O)[O-])c2C(=O)N1c1nccs1	-8	5
Cc1cc(C)n(C(=O)C(Cc2ccccc2)N2C(=O)C3CCCCC3C2=O)n1 (stereo not drawn)	-3	-2
COc1ccccc1Nc1nc(Cl)nc(Nc2ccccc2OC)n1	-5	4
COc1ccccc1CNC(=O)CCC(=O)N1CC2CCCN2c2ccccc21 (stereo not drawn)	42	-3
CCN(CC)CCNC(=O)C1(O)c2cc(Br)ccc2NC(=O)N1c1ccccc1 (stereo not drawn)	-2	6
CCOc1cc2c(cc1OCC)C1C(C(=O)Nc3cccnc3)c3ccccc3C(=O)N1CC2 (stereo not drawn)	-1	-5
O=c1c2sccc2n(Cc2ccccc2F)c(=O)n1-c1ccc(F)cc1	-1	2
O=C(Cc1ccc(Cl)cc1)NCc1cccnc1	-2	10
CCOc1ccc(N2C(=O)/C(=C\c3ccc(C)o3)S(=O)(=O)C2c2cccc([N+](=O)[O-])c2)cc1 (stereo not drawn)	14	-5
CCSc1sccc1C1C(C#N)=C(N)N(c2ccccc2F)C2=C1C(=O)CCC2 (stereo not drawn)	17	2
COCC(=O)Nc1ccc(F)c(Cl)c1	-1	-16
Cn1c(C2CCN(C(=O)c3ccc(C(F)(F)F)s3)C2)nc2cccnc21 (stereo not drawn)	5	-8
COc1ccc(CCN2CC(C(=O)N3CCC(C)CC3)CC2=O)cc1OC (stereo not drawn)	0	0
Cc1c(Cl)cccc1NC(=O)c1oc2ccc(S(=O)(=O)N3CCCCC3)cc2c1C	-1	-8
COc1ccc2c(c1)c(=O)oc1c(C)c(OCC(=O)N(C)C)ccc12	1	-2
COc1ccc(CC(=O)Nc2ccc(Cl)cc2C)cc1	-1	1
Cc1ccc(S(=O)(=O)N2CCN(c3ccc(C(=O)N4CCOCC4)cc3[N+](=O)[O-])CC2)cc1	27	-1
Cc1c(C(=O)N2CCC(C)CC2)sc2nc(-c3ccccc3)cn12	13	8
COc1ccc(OC)c(NC(=O)c2c(NCc3ccccn3)sc3c2CCCC3)c1	59*	-18
Cc1occc1C(=O)Nc1c(F)c(F)c(F)c(F)c1F	-2	-4
CCc1nnc(NC(=O)c2cccc(F)c2)s1	-3	-5
CC1(C)CC(=O)C=C(NCC2CCNCC2)C1	-2	-8
CC(=O)c1cnn(-c2cc(C(F)(F)F)cc(C)n2)c1C	x	-9&9
CC(=O)NC(C)C(=O)N1CCC(CCOc2cccnc2)CC1 (stereo not drawn)	-3	0
CN(Cc1ccccc1)C(=O)C1CCN(c2cn[nH]c(=O)c2)CC1	0	-2

Other structures.
SMILES	mHTT-CaM PPI inh	Pf apPOL block
O=C(NCCc1c[nH]c2ccccc12)c1csc(NS(=O)(=O)c2cccs2)n1	-10	-13
CCOC(=O)C(C#N)=Cc1ccc(-c2nccs2)cc1C(C)(C)C	x	-1
COc1ccc(Br)cc1C(=O)Nc1ccccc1F	-13	-9
N#CC1=C(N)NC(SCc2ccccc2)=C(C#N)C12CCCCC2	28	-8
CCCN1CCN(C(=O)CCC2CCN(c3cc(NC4CC4)ncn3)CC2)CC1	4	-3
O=C(NCc1ccco1)C1CCN(c2ncnc3c2nc2n3CCCCC2)CC1	-4	2
O=C(c1cc2ccccc2o1)N1CCN(c2ccc(C(F)(F)F)cc2[N+](=O)[O-])CC1	47	17
CCn1ccc(C(=O)N2CC(c3nc(C)no3)C3(CCN(C)CC3)C2)n1 (stereo not drawn)	1	0
O=C(O)CCCNc1ccc(S(=O)(=O)O)cc1	-1	-8
Cc1ccc2[nH]cc(CCN3CC(C(=O)Nc4ccc(F)c(Cl)c4)CC3=O)c2c1 (stereo not drawn)	54*	1
Cn1c2ccccc2n2c(SCC(=O)O)nnc12	-1	6
CCSC(SCC)=C(C#N)C(=O)Nc1ccccc1	-3	-5
CC(C)c1ccc(-n2ccnc(NC(=O)Nc3ccccc3)c2=O)cc1	0	0
COc1cc(OC)cc(N2CCN(C(=O)c3ccccc3F)C(C)C2=O)c1 (stereo not drawn)	-4	-4
O=[N+]([O-])c1coc2ccc(OS(=O)(=O)c3cc(C(F)(F)F)cc(C(F)(F)F)c3)cc12	x	4
Cc1cc(C(=O)NCc2cccnc2)ccc1[N+](=O)[O-]	5	1
CN1CCN(C2CN(Cc3cn(Cc4cccc(C(F)(F)F)c4)nn3)S(=O)(=O)C2)CC1 (stereo not drawn)	-2	1
CCOCCCNC(=O)C1CCN(c2nc3cccnc3s2)CC1	-2	4
COc1ccc(CNC(=S)NN)cc1	x	-5
O=C(NC(Nc1ccccc1)C(Cl)(Cl)Cl)c1cccc(Cl)c1 (stereo not drawn)	23	-1
CC(CC(=O)NCC1CCCO1)c1ccccc1 (stereo not drawn)	-7	-8
Cc1[nH]nc(-n2ccnc2)c1[N+](=O)[O-]	2	3
O=C(Nc1ccc2c(c1)CCCN2C(=O)C1CC1)c1ccccc1[N+](=O)[O-]	-7	0
O=S(=O)(Nc1ccc(Br)cn1)c1ccccc1	-2	x
O=C1OC(c2ccc(Cl)c([N+](=O)[O-])c2)=N/C1=C\c1cccc(Cl)c1	1	-9

Reformatted: entries from further up.
The line under a structure holds: mHTT-CaM PPI inh | Pf apPOL block
CCOC(=O)C(C#N)=Cc1ccc(-c2nccs2)cc1C(C)(C)C
  x | -1
COc1ccc(Br)cc1C(=O)Nc1ccccc1F
  -13 | -9
N#CC1=C(N)NC(SCc2ccccc2)=C(C#N)C12CCCCC2
  28 | -8
CCCN1CCN(C(=O)CCC2CCN(c3cc(NC4CC4)ncn3)CC2)CC1
  4 | -3

Returning to the listing; the five compounds before the break are reprinted first.
SMILES	mHTT-CaM PPI inh	Pf apPOL block
CC(CC(=O)NCC1CCCO1)c1ccccc1 (stereo not drawn)	-7	-8
Cc1[nH]nc(-n2ccnc2)c1[N+](=O)[O-]	2	3
O=C(Nc1ccc2c(c1)CCCN2C(=O)C1CC1)c1ccccc1[N+](=O)[O-]	-7	0
O=S(=O)(Nc1ccc(Br)cn1)c1ccccc1	-2	x
O=C1OC(c2ccc(Cl)c([N+](=O)[O-])c2)=N/C1=C\c1cccc(Cl)c1	1	-9
CN(CCCNC(=O)c1ccc2c(c1)NC(=O)C(N1CCCCC1)S2)Cc1ccccc1 (stereo not drawn)	5	-21
COc1ccc(CCC(=O)N(CCc2cccs2)C2CC2)cc1	-22	-6
NS(=O)(=O)c1ccc(NC(=O)CN2CCN(C3c4ccccc4-c4ccccc43)CC2)cc1	36	-9
Cc1ccc(C2=CC(c3ccccc3)=N/C(=C(/C#N)C(N)=O)N2)cc1	8	-1
COc1cccc(CNC(=O)C2=C(C)C(=O)OC23CCCCCC3)c1OC	1	4
Cc1cc(C(=O)N2CCN(C(=O)C3CC3c3ccccc3)CC2)no1 (stereo not drawn)	-6	2
CCOC(=O)c1cc(-c2ccccc2)sc1NC(=O)c1cccc([N+](=O)[O-])c1	x	1
CCC(C)NC(=O)c1cnn2c1NC(c1ccc3c(c1)OCO3)CC2C(F)(F)F (stereo not drawn)	1	-3
COc1ccc(C2CC(C(F)(F)F)n3nc(C(=O)N(C)CCC#N)cc3N2)cc1OC (stereo not drawn)	7	1
CCOC(=O)C1CCN(c2c(C#N)cnc3ccc(Cl)cc23)CC1	-1	4
CSc1nc2c(c(Nc3ccc(N(C)C)cc3)n1)CCC2	57*	-1
CN(CC(=O)N1CCOCC1)C(=O)C1CN(C(=O)c2ccccc2)CC12CCCCC2 (stereo not drawn)	7	-1
Cc1cc(OCC(N)=O)cc(C)c1Cl	-6	2
CCC(=O)Nc1nnc(C(C)C)s1	-6	0
C=CCNc1nc(-c2ccc(C)cc2)nc2ccccc12	-48	-1
COCCCNC(=O)C1CCN(c2nc3ccc(-c4cccc(F)c4)nc3s2)CC1	-1	0
Fc1ccc(Cc2cn3cc(-c4ccc(Br)cc4)nc3s2)cc1	1	-2
CCCNC(=O)C1CCN(c2nc3ccsc3c(=O)n2-c2ccc(C)cc2)CC1	-1	2
CC1=C(C(=O)Nc2cccc(C(F)(F)F)c2)C(c2ccc(Cl)cc2)C2=C(CCCC2=O)N1 (stereo not drawn)	43	-3
O=C(CSCc1ccccc1)N(Cc1ccccn1)Cc1ccco1	-10	-8
Cc1cccc(C)c1NC(=O)CSCc1ccccc1Cl	-13	-4
COc1ccc(-n2nnnc2SCC(=O)Nc2c(C)cc(C)cc2C)cc1	2	-4
Cc1cc(O)c(CN2CCN(CCO)CC2)c2c1C(=O)C(=Cc1cccnc1)O2	3	-6
O=c1c2ccccc2nc2c3ccccc3c(NCc3ccccn3)nn12	81*	0
O=C(Cn1cnc2ccccc2c1=O)Nc1ccc(C(=O)O)cc1	1	-14

Single records, from the list above.
Profile of CCOC(=O)c1cc(-c2ccccc2)sc1NC(=O)c1cccc([N+](=O)[O-])c1 → mHTT-CaM PPI inh = x; Pf apPOL block = 1
Profile of CN(CC(=O)N1CCOCC1)C(=O)C1CN(C(=O)c2ccccc2)CC12CCCCC2 (stereo not drawn) → mHTT-CaM PPI inh = 7; Pf apPOL block = -1

More structures
SMILES	mHTT-CaM PPI inh	Pf apPOL block
O=C(Nc1nccs1)[C@@H]1CC=C[C@@H]2CCN(Cc3ccccc3)C(=O)[C@@H]21	-1	1
Brc1cccc(C2CC(c3cccc(Br)c3)n3nnnc3N2)c1 (stereo not drawn)	13	-11
Cc1cc([N+](=O)[O-])ccc1NC(=O)C(=O)NC1CCCC1	5	-2
COc1ccccc1NC(=O)COc1cccc2ccc(N3CCC(C(N)=O)CC3)nc12	7	-2
COc1ccc(CN(CC(=O)NCCc2ccccc2)S(=O)(=O)c2cccnc2)cc1	-6	-4
O=C1C(Nc2ccccc2)=CC(c2ccccc2F)N1c1ccccc1 (stereo not drawn)	-3	-3
CCC(=O)NCCc1csc(C2CCN(C(=O)NC(C)(C)C)CC2)n1	9	-4
O=C(NC1CCCCC1)N1CCN(c2ccccn2)CC1	0	-5
COc1cccc(-c2ccc3c(N)c(C(=O)Nc4ccc(F)c(F)c4)sc3n2)c1	-23	-4
O=c1[nH]c(-c2ccc(Br)cc2)cn1-c1ccccc1	31	3
COc1ccc(N2C(=O)CC(SCC(=O)O)C2=O)cc1 (stereo not drawn)	-2	-3
CC(=O)N(Cc1cc(-c2ccc(C)c(C)c2)on1)CC(C)C	35	-3
O=C(c1ccc2c(c1)OCO2)n1cccn1	-1	66*
O=C(CCS(=O)(=O)c1ccc(Br)s1)N1CCc2ccccc21	-6	-3
CCCSc1nnc2c(n1)OC(c1ccco1)N(C(=O)CC)c1ccccc1-2 (stereo not drawn)	29	-3
COc1ccc(NC(=O)N2CCc3cn(CC(C)C)c4cccc(c34)C2)cc1	9	1
CC1(C)CC2CC(C)(CN2C(=O)/C(=C/c2ccccc2)NC(=O)c2ccccc2)C1 (stereo not drawn)	14	0
CCn1cc2c3c(cccc31)CN(C(=O)Nc1ccc(OC)cc1OC)CC2	27	-3
Cc1cccc(NC(=O)N2CCn3cccc3C2C)c1 (stereo not drawn)	-1	-8
